Source: PubChem
EPAC2 antag: qHTS for Antagonist of cAMP-regulated guanine nucleotide exchange factor 2 (EPAC2): primary screen | Rap guanine nucleotide exchange factor 4 (Homo sapiens), Q8WZA2 | EPAC2 GEF exchange of Rap1B-BODIPY-GDP, fluorescence | Potency, µM (highest dose often 114 µM), without a hit: at the top dose activity, negative = inhibition, usual class: inhibitors | actives 0.18% (n = 360,000) | AID 720708, 2013; also: potency is read from the fitted curve at half-maximal effect; % is scaled to controls: 0 for no effect and ±100 for the full control effect; nearly all actives have a fitted effect of over 45% in size; many of its hits are not listed in these tables
EPAC1 agonist: qHTS for Agonist of cAMP-regulated guanine nucleotide exchange factor 3 (EPAC1): primary screen; AID 720707, 2013; Potency, µM (doses to about 154 µM), for the others: top-dose activation, hits mostly activators; actives 0.073% (n = 360,000); EPAC1 agonist qHTS, biochemical assay; response scale: 100% = response to 6.5 mM cAMP; Rap guanine nucleotide exchange factor 3 (Homo sapiens), O95398; also: potency is read from the fitted curve at half-maximal effect; nearly all actives have a fitted effect of over 60% in size
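Fluorescent GDP-exchange assay: 100 nM EPAC1 with 250 nM Rap1B preloaded with BODIPY-GDP and 50 uM GDP; compounds tested as concentration series, 5 min at room temperature, then read every 5 min for 30 min (ex 480/em 540 nm); normalized to 6.5 mM cAMP.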
WRN helicase inh: qHTS for Inhibitors of WRN Helicase; WRN helicase unwinding, fluorescent forked duplex, kinetic; Potency, µM (highest dose often 114 µM), for the others: at the highest dose activity change, negative = inhibition, hits mostly inhibitors; actives 0.46% (n = 360,000); AID 651768, 2012; also: potency is read from the fitted curve at half-maximal effect; % is scaled to controls: 0 for no effect and ±100 for the full control effect; nearly all actives have a fitted effect of over 55% in size
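Kinetic fluorescence helicase assay: unwinding of a quenched forked DNA duplex (100 nM final) with 2 mM ATP final raises red fluorescence (525/598 nm). Compounds sat 15 min at room temperature with 20 nM WRN beforehand.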
CCT chaperon mod: High-Throughput Screening for Modulators of Cytosolic Chaperonin Activity | purified chaperonin ATPase assay, HTRF ADP detection, 30 min | activity change, % (concentration not given with the values), hits read low | actives 0.3% (n = 360,000); in the data active = activity change below about -30%; also: % is scaled to controls: 0 for no effect and ±100 for the full control effect
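TRiC (40 or 20 nM final, by batch activity) in 30 mM Tris pH 7.4, 100 mM KCl, 5 mM MgCl2, 1 mM DTT was treated with compound at 76 uM single dose, then 10 uM ATP, 30 min at 37 °C. ADP was read by HTRF Transcreener.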
PLK1 PBD inh: qHTS for Inhibitors of PLK1-PDB (polo-like kinase 1 - polo-box domain): Primary Screen; Potency, µM, without a hit: max response, negative = inhibition, most hits filed as inhibitors; Plk1 PBD binding of FITC phosphopeptide, fluorescence polarization; Serine/threonine-protein kinase PLK1 (Homo sapiens), P53350; actives 2.8% (n = 360,000); also: potency is read from the fitted curve at half-maximal effect; series mostly up to about 57 µM; % is scaled to controls: 0 for no effect and ±100 for the full control effect; nearly all actives have a fitted effect of over 65% in size
Target sequence (P53350 whole entry, looked up, the tested form may be a part): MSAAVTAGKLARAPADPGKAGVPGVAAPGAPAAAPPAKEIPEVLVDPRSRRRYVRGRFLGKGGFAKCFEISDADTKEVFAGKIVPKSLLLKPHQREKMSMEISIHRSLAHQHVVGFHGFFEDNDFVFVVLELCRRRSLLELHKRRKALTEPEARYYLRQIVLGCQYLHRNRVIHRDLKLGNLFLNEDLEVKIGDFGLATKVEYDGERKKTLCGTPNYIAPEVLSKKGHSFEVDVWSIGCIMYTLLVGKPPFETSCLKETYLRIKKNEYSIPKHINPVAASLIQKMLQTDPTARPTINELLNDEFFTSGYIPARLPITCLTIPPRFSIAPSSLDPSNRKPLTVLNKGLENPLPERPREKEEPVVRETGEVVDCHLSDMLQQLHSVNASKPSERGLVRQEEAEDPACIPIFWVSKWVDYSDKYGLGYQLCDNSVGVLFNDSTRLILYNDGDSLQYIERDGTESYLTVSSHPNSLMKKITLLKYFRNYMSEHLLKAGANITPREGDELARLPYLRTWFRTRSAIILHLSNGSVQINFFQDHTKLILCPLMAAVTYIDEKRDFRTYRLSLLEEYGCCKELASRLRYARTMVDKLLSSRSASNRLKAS
Mm-Cpn inhibitor: Inhibitors of TCP-1 ring complex (TRiC) of Methanococcus maripaludis (MmCpn): qHTS | Potency, µM (titrated, usually from 76.9 µM), inactives show at the highest dose activity, negative = inhibition, most hits filed as inhibitors | purified Mm-Cpn ATPase, ADP Transcreener TR-FRET | actives 0.031% (n = 330,000) | AID 504842, 2011 | Chaperonin Mm-Cpn (Methanococcus maripaludis); also: potency is read from the fitted curve at half-maximal effect; % is scaled to controls: 0 for no effect and ±100 for the full control effect; nearly all actives have a fitted effect of over 80% in size
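ATP (10 uM final) was added to archaeal chaperonin (25 nM final) after 10 min exposure to test compound at 37°C; after 30 min further incubation, ADP was detected by competitive TR-FRET.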
EPAC1 antagonist: qHTS for Antagonist of cAMP-regulated guanine nucleotide exchange factor 3 (EPAC1): primary screen; EPAC1 GEF assay, Rap1b-BODIPY-GDP exchange fluorescence; actives 0.14% (n = 360,000); AID 720709, 2013; Rap guanine nucleotide exchange factor 3 (Homo sapiens), O95398; Potency, µM (titrated, usually from 115 µM), without a hit: at the highest dose activity change, negative = inhibition, hits mostly inhibitors;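 also: potency is read from the fitted curve at half-maximal effect; plate controls were vehicle for no effect and positive control for full effect; nearly all actives have a fitted effect of over 50% in size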
PI5P4Ka inh: qHTS for Inhibitors of phosphatidylinositol 5-phosphate 4-kinase (PI5P4K); Phosphatidylinositol 5-phosphate 4-kinase type-2 alpha (Homo sapiens), P48426; PI5P4Kalpha enzyme, ADP-Glo luminescence, 60 min; stronger effect = lower value; max response, %; actives 1.2% (n = 330,000); active = max response of -50% or lower; inconclusive = between -30% and -50%; inactive = -30% or higher; also: value at the top dose of about 77 µM; % is scaled to controls: 0 for no effect and ±100 for the full control effect
Target sequence (P48426 whole entry, looked up): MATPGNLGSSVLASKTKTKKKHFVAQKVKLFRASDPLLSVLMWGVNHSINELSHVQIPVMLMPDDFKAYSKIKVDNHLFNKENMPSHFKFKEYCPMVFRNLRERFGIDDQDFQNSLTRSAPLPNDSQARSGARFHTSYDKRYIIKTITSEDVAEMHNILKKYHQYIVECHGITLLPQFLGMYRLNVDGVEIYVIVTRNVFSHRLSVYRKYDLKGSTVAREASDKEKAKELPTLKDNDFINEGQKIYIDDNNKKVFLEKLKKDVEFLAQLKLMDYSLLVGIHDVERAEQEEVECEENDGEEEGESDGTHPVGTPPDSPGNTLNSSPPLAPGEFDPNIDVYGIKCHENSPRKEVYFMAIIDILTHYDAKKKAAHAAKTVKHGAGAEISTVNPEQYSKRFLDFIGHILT
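PI5P4Kalpha ADP-Glo assay; 5 microM ATP final; 60 min RT reaction; HEPES pH 7.4/EGTA/CHAPS, 5% DMSO; controls lacking substrate or enzyme; luminescent end-point.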
Active calls of the source: *; ? = inconclusive; . = no result given; & = joins results of further samples; [ ] = dose if it differs, or a comment. Unless noted, calls follow the shape of the dose curve; as a rule, active = well fitted curve in the direction sought with a large enough effect; inconclusive = small, poorly fitted or top-dose-only effect, or another doubt; inactive = no such curve, though single readings can be large; an effect the other way counts as inactive or inconclusive.

Start of the data: the first three compounds, to show the layout:
Second line of a record – EPAC2 antag	EPAC1 agonist	WRN helicase inh	CCT chaperon mod	PLK1 PBD inh	Mm-Cpn inhibitor	EPAC1 antagonist	PI5P4Ka inh
CC(=O)C1CCC2C3CCC4CC(OC(=O)CCC(=O)O)CCC4(C)C3C(=O)CC12C (configuration not stated)
 : -2.7%	-11.7%	-1.3%	-0.8	-1.9%	.	8.9%	-0.6
CCOc1ccc(CCNC(=O)C2CC(=O)N(CCc3ccccc3)C2)cc1OCC (configuration not stated)
 : -0.2%	-6.4%	6.2%	2.3	2.2%	1.9%	2.1%	5.2
Cc1ccc(C(=O)c2nc(C(=O)NCCO)nc3ccccc23)cc1
 : -1.3%	-2.0%	-0.7%	-3.2	-11.4%	-0.6%	-5.1%	-8.9

This part in full, previewed entries included:
Second line of a record – EPAC2 antag	EPAC1 agonist	WRN helicase inh	CCT chaperon mod	PLK1 PBD inh	Mm-Cpn inhibitor	EPAC1 antagonist	PI5P4Ka inh
CC(=O)C1CCC2C3CCC4CC(OC(=O)CCC(=O)O)CCC4(C)C3C(=O)CC12C (configuration not stated)
 : -2.7%	-11.7%	-1.3%	-0.8	-1.9%	.	8.9%	-0.6
CCOc1ccc(CCNC(=O)C2CC(=O)N(CCc3ccccc3)C2)cc1OCC (configuration not stated)
 : -0.2%	-6.4%	6.2%	2.3	2.2%	1.9%	2.1%	5.2
Cc1ccc(C(=O)c2nc(C(=O)NCCO)nc3ccccc23)cc1
 : -1.3%	-2.0%	-0.7%	-3.2	-11.4%	-0.6%	-5.1%	-8.9
Cc1cccc(NC(=O)CNC(=O)CNC(=O)Cc2ccccc2)c1
 : -2.7%	-3.4%	-1.5%	1.6	-0.4%	1.4%	4.3%	-0.5
CCC(C)NC(=O)C1CCN(S(=O)(=O)CC)CC1 (configuration not stated)
 : 6.1%	-4.9%	0.7%	-2.5	-3.4%	-0.7%	-7.8%	.
CCOc1ccc(C(=O)NCC(=O)OCc2ccc(F)cc2Cl)cc1
 : 13.2%	-2.0%	0.3%	-1.8	-8.5%	2.6%	-2.0%	3.4
Cn1cccc1/C=N\NC(=O)Cc1ccc(Br)c2ccccc12
 : -0.9%[57.1 µM]	-3.5%	0.2%	1.3	-0.1%	-5.8%	-2.5%	11.3
COc1ccc(NC(=O)Cc2ccc(C)c(C)c2)cc1S(=O)(=O)N1CCCCC1
 : 2.8%	6.6%	-6.7%	0.5	4.7%	-4.9%	2.0%	-0.3
COc1cccc(NC(=O)COC(=O)C2CCCCC2)c1
 : -2.9%	-1.6%	-0.5%	0.1	-14.8%	0.6%	-24.7%	2.3
CC1(C)CC(=O)C(C(C2=C(O)CC(C)(C)CC2=O)c2ccco2)C(=O)C1 (configuration not stated)
 : 5.7%	-9.1%	?	-2.7	5.32µM*	-2.2%	4.0%	-13.3
Cc1ccc(CNC(=O)c2ccc(N3CCC4(CC3)CC(c3cccc(Br)c3)=NO4)c(NC(=O)c3ccco3)c2)cc1
 : 7.0%	7.4%	-3.3%	0.0	-10.3%	-22.7%	-15.0%	1.0
Cc1ccc(N/C=C/C(=O)c2ccccc2)cc1C
 : -1.9%	10.8%	-18.7%	-2.8	3.2%	-8.5%	-4.7%	24.0
CC(=O)Nc1nc2cc3c(cc2s1)OCCO3
 : 1.9%	-9.5%	-7.2%	-0.7	2.9%	0.8%	-7.1%	1.5
CC(=O)Nc1sc2c(c1C(c1ccncc1)N1CCOCC1)CCCC2 (configuration not stated)
 : -0.1%	6.2%	-8.4%	0.3	-5.4%	4.3%	6.6%	13.1
CCCS(=O)(=O)NC(=O)C1(C)CCCN(C(=O)c2c(-c3ccccc3)noc2C)C1 (configuration not stated)
 : 9.4%	16.2%	7.4%	-1.8	-6.3%	.	-29.2%	0.5
Cc1cc(S(=O)(=O)N2CCC3(CC2)OCCN3S(=O)(=O)c2cccs2)ccc1F
 : 1.2%	2.6%	-6.7%	-0.8	1.6%	0.0%	-3.1%	-1.4
COc1ccc(C(=O)NCc2nnc(SCC(=O)N3CCOCC3)o2)cc1OC
 : -4.8%	-0.9%	-7.3%	-0.8	-12.2%	2.9%	-8.6%	-9.1
Cc1cnc(C(=O)OCC(=O)N(CC(C)C)C2CCS(=O)(=O)C2)cn1 (configuration not stated)
 : 11.0%	0.0%	6.0%	-0.3	2.0%	1.6%	13.6%	2.6
CCOc1ccc(CNc2ncc(-c3ccccc3)n2C)cc1
 : -4.4%	0.8%	?	-0.9	-14.8%	1.7%	-15.7%	-0.3
CC1CCCC(NC(=O)CCNC(=O)c2ccccc2Cl)C1C (configuration not stated)
 : 6.0%	2.0%	-0.3%	-0.8	-1.2%	1.9%	-2.4%	10.4
Cc1ccc(-c2nc(CN(C)C)cc(CN(C)C)c2O)cc1
 : -4.2%	3.9%	-9.4%	-5.9	-12.1%	-1.1%	8.9%	1.6
Cc1ccc2[nH]c3c(N4CCc5ccccc5C4)ncnc3c2c1
 : 6.5%	-2.2%	-17.8%	-1.0	5.1%	-0.5%	-0.7%	-14.9
O=C(NC1(C(F)(F)F)NC(=O)N(C2CCCCC2)C1=O)c1ccco1 (configuration not stated)
 : -13.3%	-5.4%	1.9%	0.6	-2.6%	-4.3%	-26.2%	1.2
CC(C)NC(=O)C1CCCN(S(C)(=O)=O)C1 (configuration not stated)
 : 11.5%	0.8%	7.9%	-1.1	-1.0%	-1.0%	16.4%	.
COc1ccc(NS(=O)(=O)c2cccc(C(=O)N/N=C/c3ccccc3OC)c2)cc1
 : 6.9%	-6.8%	-19.8%	0.7	-4.1%	-10.1%	-7.7%	-11.1
O=C(/C=C/c1ccc([N+](=O)[O-])cc1)Nc1ncc([N+](=O)[O-])s1
 : -3.3%	0.1%	-0.4%	0.2	-24.7%	-3.9%	-9.2%	-9.6
CC1(C(=O)NCCc2c[nH]c3ccccc23)CCN1Cc1csc2ccccc12 (configuration not stated)
 : -22.0%	-0.9%	3.2%	-0.9	-1.4%	.	-6.1%	27.2
CC(=O)c1cnc(SCC(=O)O)nc1C
 : 3.1%	13.0%	-27.2%	-2.8	?	-3.6%	-1.0%	-19.1
COc1ccc(CCNC(=O)COC(=O)c2cc(OC)c(OC)cc2OC)cc1
 : -2.8%	4.3%	-3.7%	-0.3	-14.6%	-1.7%	7.5%	1.1
O=c1cc(-c2ccc(O)c(O)c2)oc2c1ccc1ccccc12
 : 1.4%	2.4%	?	-1.6	-7.1%	1.2%	-26.8%	-29.2
CC(OC(=O)CNC(=O)C12CC3CC(CC(C3)C1)C2)C(=O)Nc1ccc(N2CCOCC2)cc1 (configuration not stated)
 : -19.4%	-9.6%	-7.2%	-6.2	0.4%&-0.9%	-0.7%	6.5%	9.6
Cc1ccc(C)c(S(=O)(=O)NCCC(=O)N2CCCC(C(N)=O)C2)c1 (configuration not stated)
 : -12.5%	7.2%	-1.1%	2.1	-7.1%	-11.6%	4.5%	-2.5
CCCN(CC1CC1)C(=O)COC(=O)c1ccc(CNS(=O)(=O)c2ccc(F)c(Cl)c2)cc1
 : -1.0%	1.4%	-7.7%	0.8	5.5%	-0.8%	7.0%	-9.9
CCCCC(=O)Nc1ccc(C(=O)Nc2nnc(COC)s2)cc1
 : -2.9%	8.3%	-5.8%	-3.0	-9.1%	0.6%	-11.2%	.
COc1ccc(C2C(C#N)=C(/N=C/N3CCN(C)CC3)OC3=C2C(=O)CC(C)(C)C3)cc1OC (configuration not stated)
 : -4.9%	9.6%	-10.0%	-3.7	0.1%	0.1%	10.2%	.
O=C(Nc1ccccc1)Oc1cccc(Br)c1
 : -2.6%	-1.9%	4.9%	-0.8	-12.5%	2.5%	4.9%	0.7
COc1ccc(CNC(=O)c2c(-c3c(F)cccc3Cl)noc2C)cc1
 : 6.5%	-0.7%	3.8%	-4.5	3.1%	-1.4%	-0.6%	14.9
Cc1ccc(CNC(=O)C2CC(c3ccccc3C(F)(F)F)=NO2)cc1 (configuration not stated)
 : -18.7%	-20.4%	-3.9%	-4.4	-14.0%	1.5%	-14.9%	-3.5
O=C(NCC1COc2ccccc2O1)c1cccs1 (configuration not stated)
 : 1.1%	5.4%	10.8%	-1.8	-11.5%	0.5%	0.7%	2.5
COc1ccc(OC)c(-n2c(-c3cnccn3)n[nH]c2=S)c1
 : 16.2%	3.5%	-18.3%	2.6	1.5%	-3.8%	6.4%	5.8
Cn1c(Cn2cnc3ccccc32)nc2ccccc21
 : 17.7%	-4.2%	21.9%	0.4	-5.6%	-1.3%	20.2%	0.8
Cc1ccc(S(=O)(=O)N2CCC(=O)N(C(COC(=O)Nc3ccccc3)Cc3ccccc3)CC2)cc1 (configuration not stated)
 : 3.7%	-12.9%	-7.4%	1.2	-2.9%	3.0%	9.9%	-5.4
Cc1nnc(NC(=O)CSc2nnc(Cc3ccccc3)n2-c2ccccc2)s1
 : -1.3%	9.7%	4.7%	0.7	-9.7%	.	-24.4%	-3.6
COc1ccc(NC(=O)N(C)[C@H]2C[C@H]3c4[nH]c5ccc(-c6ccc(OC)cc6)cc5c4CCN3C(=O)[C@H]2[C@H](C)O)cc1
 : 4.8%	-13.9%	2.8%	-1.8	-3.6%	.	-7.0%	2.1
COc1ccccc1NC(=O)Oc1ccc(NC(=O)c2ccco2)cc1
 : -1.7%	-1.6%	-12.0%	0.3	?	1.8%	4.4%	.
CC1CCC(C(C)C)C(OC(=O)Cn2c(-c3ccc(Cl)cc3)[n+](C)c3ccccc32)C1 (configuration not stated)
 : -1.0%	0.2%	-0.7%	1.0	-1.8%	0.8%	-12.9%	0.8

Some of the compounds tested. The share of hits here may be higher or lower than overall.
